Screens (PubChem BioAssay)
Apoferritin bind: binds horse apoferritin like a general anesthetic; P02791; apoferritin/1-aminoanthracene competitive binding, fluorescence; Potency, µM (series often up to 77.5 µM), for the others: top-dose activity change, negative = displacement, actives largely listed as inhibitors; hit rate 0.074% among 350,000; also: potency is read from the fitted curve at half-maximal effect; % is scaled to controls: 0 for no effect and ±100 for the full control effect; nearly all actives have a fitted effect of over 20% in size
Target sequence (P02791 2-175 limits assumed): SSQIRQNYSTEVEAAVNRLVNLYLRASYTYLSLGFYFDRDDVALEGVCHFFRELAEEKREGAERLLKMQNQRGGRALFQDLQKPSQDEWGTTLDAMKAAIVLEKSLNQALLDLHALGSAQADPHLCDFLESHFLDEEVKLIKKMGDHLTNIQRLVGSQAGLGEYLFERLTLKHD
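Apoferritin-based anesthetic binding model; compound displacement of fluorescent 1-AMA measured as endpoint fluorescence after 10 minutes at room temperature, scaled to free-ligand and complex controls.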
POLK inh: inhibitors of human DNA polymerase kappa. purified Pol kappa, fluorescent DNA synthesis assay, 10 min. AID 588579. Potency, µM (series often up to 107 µM), for the others: at the highest dose activity, negative = inhibition, actives largely listed as inhibitors. Q9UBT6. hit rate 0.53% among 400,000; also: potency is read from the fitted curve at half-maximal effect; % is scaled to controls: 0 for no effect and ±100 for the full control effect
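Enzyme at 10 nM met test compounds for 15 min at room temperature. Substrate addition (50 nM final) began the reaction, which was monitored by fluorescence at 0 and 10 min.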
Pol beta inh: inhibitors of human DNA polymerase beta. hit rate 1.3% among 340,000. P06746. AID 485314. Potency, µM (doses to about 114 µM), for the others: at the highest dose activity change, negative = inhibition, hits mostly inhibitors. Pol beta primer extension/strand displacement, fluorescence kinetic; also: potency is read from the fitted curve at half-maximal effect; % is scaled to controls: 0 for no effect and ±100 for the full control effect
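Enzyme-only controls used 10 nM Pol beta; buffer lacking enzyme served as negative control. Compound preincubated 15 min, then 50 nM substrate added; 0 and 10 min reads at room temperature.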
12-LOX inh: inhibitors of human 12S-lipoxygenase ALOX12. Potency, µM (series often up to 108 µM), inactives show top-dose activity change, negative = inhibition, most hits filed as inhibitors. hit rate 1.1% among 580,000. purified 12hLO, xylenol orange hydroperoxide absorbance; also: potency is read from the fitted curve at half-maximal effect; % is scaled to controls: 0 for no effect and ±100 for the full control effect
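Hydroperoxide product was detected by ferrous iron/xylenol orange as the 573 to 405 nm absorbance ratio. Arachidonic acid at 40 uM (final) was turned over for 30 min at room temperature by 150 nM human 12hLO, pH 7.0 Hepes buffer, after 15 min compound preincubation.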
BLM inh: blocks DNA unwinding by human BLM helicase; Potency, µM (series often up to 56.1 µM), for the others: top-dose activity change, negative = inhibition, most hits filed as inhibitors; AID 2528; P54132; recombinant BLM DNA unwinding, fluorescence dequenching; hit rate 0.2% among 350,000;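 also: potency is read from the fitted curve at half-maximal effect; plate controls were vehicle for no effect and no enzyme for full effect; nearly all actives have a fitted effect of over 35% in size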
TRHR ag: agonists of human TRH receptor; P34981; TRHR cells, calcium flux fluo-8, FDSS agonist mode; activation, % at 2 µM; hit rate 0.18% among 360,000; in the data active = activation above about 30%; also: 0% is about no effect
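TRHR-expressing cells loaded with fluo-8 calcium dye; 23 nL library compound pin-transferred, kinetic FDSS fluorescence (Ex 480/Em 530) recorded about 180 s for agonist-induced calcium release, before a 10 nM TRH EC20 addition for potentiator mode.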
Pol iota inh: DNA polymerase iota (human) inhibition; hit rate 1% among 390,000; Pol iota fluorescent replication assay, 10 min; Q9UNA4; Potency, µM (highest dose often 115 µM), inactives show at the highest dose activity, negative = inhibition, hits mostly inhibitors; also: potency is read from the fitted curve at half-maximal effect
Target sequence (Q9UNA4 whole entry, looked up): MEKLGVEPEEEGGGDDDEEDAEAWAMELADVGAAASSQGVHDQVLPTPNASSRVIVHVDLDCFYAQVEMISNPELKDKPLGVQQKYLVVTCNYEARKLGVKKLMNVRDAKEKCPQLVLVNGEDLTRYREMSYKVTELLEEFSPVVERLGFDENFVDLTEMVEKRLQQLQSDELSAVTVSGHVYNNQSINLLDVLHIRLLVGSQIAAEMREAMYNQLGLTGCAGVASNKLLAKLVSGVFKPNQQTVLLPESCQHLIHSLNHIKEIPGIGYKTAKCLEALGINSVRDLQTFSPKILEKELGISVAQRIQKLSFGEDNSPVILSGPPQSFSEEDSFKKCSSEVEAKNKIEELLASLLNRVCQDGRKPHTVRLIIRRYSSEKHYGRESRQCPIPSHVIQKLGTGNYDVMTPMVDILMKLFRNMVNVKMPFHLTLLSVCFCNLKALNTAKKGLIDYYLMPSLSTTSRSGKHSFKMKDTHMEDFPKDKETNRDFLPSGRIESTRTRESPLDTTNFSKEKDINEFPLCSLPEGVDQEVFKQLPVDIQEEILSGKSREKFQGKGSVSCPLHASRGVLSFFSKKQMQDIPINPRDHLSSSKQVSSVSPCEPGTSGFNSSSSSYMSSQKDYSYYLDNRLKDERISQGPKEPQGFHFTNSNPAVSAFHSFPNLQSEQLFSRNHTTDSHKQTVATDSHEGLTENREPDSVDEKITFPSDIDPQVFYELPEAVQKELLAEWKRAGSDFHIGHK
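Fluorescent replication assay read twice, at 0 min and 10 min after adding 50 nM (final) substrate. Enzyme (10 nM) and compounds were first incubated 15 min at room temperature; enzyme-free buffer wells were negative controls.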
ERG-DNA inh: inhibitors of human ERG Ets domain-DNA interaction. Potency, µM (series often up to 76.9 µM), inactives show at the top dose FP activity, negative = inhibition, most hits filed as inhibitors. hit rate 0.028% among 370,000. P11308. fluorescence polarization, His-ERG Ets domain / labelled DNA; active = well fitted inhibition curve with a large enough effect in the polarisation, with a control signal flat; inconclusive = small, poorly fitted or top-dose-only effect, or effect the other way, or a change in a side signal; inactive = no such curve, though single readings can be large or run the other way; the % refers to the polarisation;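 also: polarization taken with two DNA probes labelled with fluorescein and Texas red; potency is read from the fitted curve at half-maximal effect; % of control where 0% means no effect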
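His-tagged ERG Ets domain (1 uM in the protein solution; 300mM KCl, 50mM Tris-HCl, 1mM EDTA, 1mM DTT, pH 7.5) received compound, then a probe mix of 5 nM fluorescein-DNA and 100nM Texas-615-DNA. Fluorescence polarization was read for both dyes.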
APEX1 inh: inhibitors of human APE1 endonuclease; P27695; recombinant APE1, TAMRA/BHQ-2 abasic DNA cleavage fluorescence; Potency, µM (titrated, usually from 65.8 µM), for the others: at the highest dose activity change, negative = inhibition, actives largely listed as inhibitors; hit rate 0.35% among 350,000;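 also: potency is read from the fitted curve at half-maximal effect; plate controls were vehicle for no effect and reference inhibitor for full effect; nearly all actives have a fitted effect of over 55% in size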
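APE1 at 0.75 nM preincubated 15 min at room temperature with compound. Reaction then started with 50 nM double-stranded THF-abasic substrate labelled with TAMRA/BHQ-2, and 525/598 nm fluorescence read kinetically. Activity taken as third-minus-first read difference, normalized to DMSO and NSC13755 controls.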
* = called active by the depositor; ? = inconclusive; . = no result given; & = joins results of further samples; [ ] = remark or other dose. Unless noted, calls follow the shape of the dose curve; as a rule, active = well fitted curve in the direction sought with a large enough effect; inconclusive = small, poorly fitted or top-dose-only effect, or another doubt; inactive = no such curve, though single readings can be large; an effect the other way counts as inactive or inconclusive.

cpd	mol	Apoferritin bind	POLK inh	Pol beta inh	12-LOX inh	BLM inh	TRHR ag	Pol iota inh	ERG-DNA inh	APEX1 inh
1	CCC1CCCCN1CC(=O)c1c(C)[nH]c2ccccc12 (configuration not stated)	-18.5%	-17.6%	4.9%	-2.2%	-4.6%	1.4	-1.4%	15.7%	-3.3%
2	O=C(Nc1ccncc1)C1CCN(S(=O)(=O)c2ccccc2)CC1	.	-1.6%	.	16.2%	.	-1.3	6.4%	0.3%	51.4%[activator]
3	CC(C)c1ccc(N2CC(C)(C)C2=O)cc1	-19.2%	1.5%	-15.3%	-34.0%	-2.5%	0.1	149.8%[activator]	3.0%	1.8%
4	O=C(NCc1ccc(F)cc1)C1CCCN1S(=O)(=O)c1ccccc1C(F)(F)F (configuration not stated)	.	-6.8%	.	-20.0%	.	-0.2	-4.7%	-2.6%	10.9%
5	COc1ccccc1-c1cc(C(=O)N2CCCc3ccccc32)no1	?	4.1%	2.0%	-4.1%	-11.8%	-0.1	6.9%	-4.5%	3.6%
6	Cc1ccc2c(c1)[C@H]1[C@H](CO2)[C@H](c2ccccc2)[C@]2(C)C(=O)N(Cc3ccc(Cl)cc3)CC(=O)N12	.	1.2%	.	-18.3%	.	0.3	21.8%	-2.5%	9.9%
7	CCC(Oc1cc(Cl)ccc1Cl)C(=O)N1CCCN(C)CC1 (configuration not stated)	-5.6%	-16.5%	7.1%	1.1%	1.2%	-0.8	19.1%	-11.6%	48.8%[activator]
8	O=C(O)c1cc(S(=O)(=O)Nc2ccccc2Cc2ccccc2)ccc1Cl	-7.2%	2.1%	-3.9%	-6.3%	-3.8%	-0.4	8.6%	7.8%	52.4%[activator]
9	COc1ccc(C(=O)Nc2ccc3ccccc3n2)cc1OC	-12.4%	-5.4%	24.3%	0.0%	4.4%	-0.5	-13.3%	-5.9%	-1.1%
10	Cc1ccccc1N1CCN(C(=O)NCc2cccc(Cl)c2)CC1	-0.3%	-24.7%	-25.4%	-1.0%	-7.8%	-1.3	-9.1%	1.0%	3.4%
11	CN(CC(=O)Nc1ccc(S(=O)(=O)N2CCCC2)cc1)Cc1c(F)cccc1Cl	4.6%	-6.9%	5.6%	9.1%	-10.1%	-0.4	137.0%[activator]	0.6%	-5.5%
12	COc1ccc(NC(=O)CN(c2cccc(F)c2)S(C)(=O)=O)cc1OC	-10.5%	-7.7%	10.3%	-4.3%	-1.1%	0.4	15.9%	.	-3.0%
13	Cc1cccc(N2CCC(NCc3c(C(=O)N4CCCCC4)nc4c(C)cccn34)CC2)c1	-16.8%	-1.1%	-17.5%	-1.0%	1.3%	-0.3	82.4%[activator]	10.6%	15.2%
14	Cc1ccc(N2CC(C(=O)Nc3nnc(SCCC4OCCO4)s3)CC2=O)cc1 (configuration not stated)	?	-11.1%	5.7%	191.4%[activator]	-3.7%	0.0	34.8%[activator]	13.5%	12.2%
15	Cn1nnnc1N=N/C(=N/Nc1ccccc1)c1ccccc1	-1.6%	5.9%	-0.7%	272.7%[activator]	-3.2%	0.0	7.6%	-2.0%	2.5%
16	O=C(O)c1ccc(SCc2ccccc2)nc1	.	-15.3%	.	0.0%	.	.	5.5%[58.9 µM]	-6.5%	.
17	COc1ccc(N2CCN(CCCNC(=S)Nc3c(C)cccc3C)CC2)cc1	-8.3%	-5.2%	35.2%	13.5%	3.6%	-1.1	-8.2%	1.7%	-2.2%
18	COc1ccc(OCC(=O)NCc2ccc(Cl)cc2)cc1	-5.2%	4.0%	37.4%	-1.9%	-5.0%	-0.5	14.5%	9.0%	22.1%
19	CCc1nnc(NC(=O)CSc2nnc(C3CCCCC3)n2-c2cccc(Cl)c2)s1	-16.2%	1.5%	-18.0%	0.0%	-0.8%	-0.4	14.4%	-0.3%	2.1%
20	O=C(Nc1ccc(S(=O)(=O)Nc2nccs2)cc1)c1ccc(=O)[nH]c1	-6.5%	?	50.1µM*	-20.6%	-28.0%	0.9	?	11.0%	?
21	CCOC(=O)c1ccc(NC(=S)Nc2cccc(N)n2)cc1	-4.6%	-16.4%	7.1%	-13.8%	-1.3%	0.2	22.4%	-3.7%	1.2%
22	CCOC(=O)c1cc(-c2ccccc2C)n(CC2CC(c3cccc([N+](=O)[O-])c3)=NO2)n1 (configuration not stated)	.	-19.6%	.	-5.6%	.	0.1	13.6%	-9.2%	-11.7%
23	CC(Nc1cccc([N+](=O)[O-])c1)C(=O)Nc1ccc(S(=O)(=O)N2CCCC2)cc1 (configuration not stated)	.	-14.5%	.	-3.6%	.	0.7	22.9%	-3.8%	2.0%
24	CCOC(=O)c1c(-c2cccs2)csc1NC(=O)c1ccco1	-3.0%	-3.0%	0.0%	-11.8%	0.7%	0.4	14.8%	-5.7%	7.0%
25	CCc1ccccc1NC(=O)C1CCN(c2cnccn2)CC1	7.3%&9.7%	1.3%&-9.8%	9.3%&43.5%	-19.3%&6.0%	-7.9%&-7.4%	0.6&-2.1	-13.5%&-6.9%	12.2%&-3.5%	38.5%[activator]
26	O=C(O)c1cc2ccccc2[nH]1	5.8%	0.5%	.	-14.2%	2.4%	.	23.8%	-5.1%	1.1%
27	Cc1ccc(NC(=O)Nc2cnccn2)cc1C	1.4%	8.1%	2.4%	0.4%	-6.0%	-0.2	-14.8%	6.6%	9.9%
28	Cn1c(=O)c2sccc2n2c(CCCC(=O)Nc3ccc(F)c(F)c3)nnc12	-3.6%	-11.1%	-1.0%	1.0%	-1.6%	-0.4	2.7%	-5.8%	.
29	c1ccc(C(NCc2cccnc2)(c2ccccc2)c2ccccc2)cc1	50.2%[activator]	-21.8%[60.1 µM]	.	0.0%	-9.2%	.	.	.	4.2%
30	CCn1nnc2cc(C(=O)Nc3cccc(Cl)c3C)ccc21	-14.5%	-3.4%	-0.7%	-10.7%	-3.0%	0.0	2.8%	-11.3%	.
31	Cc1ccc(-c2nnn(CC(=O)O)n2)cc1	1.5%	-6.0%	-0.9%	-10.4%	-1.9%	0.1	-2.0%	-6.0%	0.2%
32	O=c1oc(-c2ccccc2)nc2sc3c(c12)CCC3	-3.7%	79.4µM*	11.2µM*	?	14.1µM*	0.9	?	-10.9%	1.2%
33	O=C(/C=C/c1ccccc1)NC(NC(=S)Nc1ccc(Cl)cc1Cl)C(Cl)(Cl)Cl (configuration not stated)	-9.1%	-19.8%	-0.3%	.	-4.5%	1.1	11.7%	-9.6%	-2.9%
34	O=C(Nc1ccc(C(=O)O)cc1)/C(=C/c1ccc([N+](=O)[O-])cc1)NC(=O)c1ccccc1	-8.6%	-5.5%	-0.3%	-1.1%	-0.8%	-0.3	17.0%	6.3%	-6.9%
35	c1ccc(-c2noc(CSc3nnnn3-c3ccccc3)n2)cc1	-11.5%	-5.6%	-20.1%	0.6%	-8.7%	1.0	-0.3%	-5.3%	?
36	O=C(NC1(C(F)(F)F)N=C(c2ccccc2)N(Cc2ccccc2)C1=O)c1ccc(F)cc1 (configuration not stated)	1.1%	-4.9%	17.1%	-27.6%	-11.9%	-3.2	-3.9%	-1.8%	.
37	O=C(/C=C/c1ccccc1)NCCSCc1ccc(Cl)cc1	-18.4%	-18.6%	25.9%	-15.3%	0.7%	-0.4	34.7%[activator]	0.1%	0.0%
38	COc1ccc(Cl)cc1C(=O)NCCS(=O)(=O)N1CCN(c2ccccc2F)CC1	-12.3%	-8.0%	1.7%	0.2%	-5.7%	-0.3	18.3%	6.8%	1.6%
39	CCOC(=O)CCSc1nc(-c2ccccc2)cc(C(F)(F)F)n1	5.7%	-7.1%	?	-1.6%	-6.3%	0.5	11.5%	-6.3%	-6.1%
40	CCC(=O)NCCNC(=O)c1c(SC)nsc1SC	-5.1%	-5.0%	9.9%	0.0%	1.0%	0.7	-0.2%	3.6%	-4.7%
41	COc1ccc2oc(C(=O)OCC(=O)Nc3ccccc3)c(C)c2c1	-6.8%	-27.1%	-28.8%	82.6%[activator]	-5.2%	0.4	?	-3.2%	-1.2%
42	CCCN(CC1CC1)C(=S)NC(=O)c1cc(Br)ccc1Cl	.	-15.7%	.	?	.	0.0	6.8%	3.2%	9.2%
43	COc1ccc(NC(=O)CCCN2C(=O)C3CC=CCC3C2=O)cc1 (configuration not stated)	-11.9%	-2.2%	33.1%	0.0%	-1.0%	0.2	17.0%	1.7%	20.4%
44	Cc1ccc(NC(=O)CCC(=O)NNC(=O)c2ccccc2)c(C)c1	-10.3%	-7.2%	1.6%	14.6%	3.6%	-0.2	31.4%[activator]	-4.6%	0.6%
45	O=C(OCC(=O)N1CCCc2ccccc21)c1ccc(Cl)nc1	2.9%	-10.5%	31.9%	-22.3%	5.6%	-0.4	9.3%	-3.5%	17.1%
46	CC(C)CCn1c(CN2CCOCC2)nc2c1c(=O)n(C)c(=O)n2C	13.0%	-7.2%	-1.8%	31.8%[activator][57.4 µM]	-0.8%	1.1	21.1%	-0.7%	-9.1%
47	O=C(NNC(=O)c1sccc1-n1cccc1)c1ccc(Cl)cc1	-8.6%	-8.4%	15.0%	5.7%	4.7%	0.2	17.3%	8.5%	22.2%
48	CCOC(=O)c1sc(C)c2c1NC1(CCCCCC1)NC2=O	-3.2%	-7.4%	19.7%	0.0%	1.2%	-0.1	-8.0%	6.0%	12.4%

Shown with values under each structure: part of the list above
Value order – Apoferritin bind | POLK inh | Pol beta inh | 12-LOX inh | BLM inh | TRHR ag | Pol iota inh | ERG-DNA inh | APEX1 inh
43: COc1ccc(NC(=O)CCCN2C(=O)C3CC=CCC3C2=O)cc1 (configuration not stated)
 : -11.9% | -2.2% | 33.1% | 0.0% | -1.0% | 0.2 | 17.0% | 1.7% | 20.4%
44: Cc1ccc(NC(=O)CCC(=O)NNC(=O)c2ccccc2)c(C)c1
 : -10.3% | -7.2% | 1.6% | 14.6% | 3.6% | -0.2 | 31.4%[activator] | -4.6% | 0.6%

A portion of the library; count on the stated rates, not on these rows.
